High-throughput results as filed in PubChem BioAssay.
Mtb BioA inh = blocks M. tuberculosis BioA enzyme activity. AID 602481. 360,000 compounds, 0.096% hits. purified M. tuberculosis BioA enzyme, plate reader. inhibition, % at 9.99 µM; in the data active means inhibition above about 40%
SSB-PriA inh = K. pneumoniae PriA-SSBct interaction inhibition; 430,000 compounds, 0.6% hits; inhibition, % at 33 µM; AlphaScreen SSBct-PriA binding, biotinylated peptide; AID 1272365; in the data active means inhibition mostly above about 37%, no sharp cut-off; inactive means mostly below about 20%;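 further: plate controls were negative control peptide for no effect and reference peptide for full effect; strong numbers were not always called active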
SARS 3CLpro inh = SARS-CoV 3CLpro protease inhibition | AID 1706 | inhibition, % at 6 µM | 290,000 compounds, 0.14% hits | recombinant SARS-CoV 3CLpro, quenched FRET peptide cleavage; in the data active means inhibition above about 12%
Mtb UGM inh = Mtb UDP-galactopyranose mutase inhibition; purified UGM, fluorescence polarization probe displacement; inhibition, % at 10 µM; 320,000 compounds, 0.06% hits; in the data active means inhibition above about 10%, passing the limit was not always enough
Target sequence (P9WIQ1 whole entry, looked up): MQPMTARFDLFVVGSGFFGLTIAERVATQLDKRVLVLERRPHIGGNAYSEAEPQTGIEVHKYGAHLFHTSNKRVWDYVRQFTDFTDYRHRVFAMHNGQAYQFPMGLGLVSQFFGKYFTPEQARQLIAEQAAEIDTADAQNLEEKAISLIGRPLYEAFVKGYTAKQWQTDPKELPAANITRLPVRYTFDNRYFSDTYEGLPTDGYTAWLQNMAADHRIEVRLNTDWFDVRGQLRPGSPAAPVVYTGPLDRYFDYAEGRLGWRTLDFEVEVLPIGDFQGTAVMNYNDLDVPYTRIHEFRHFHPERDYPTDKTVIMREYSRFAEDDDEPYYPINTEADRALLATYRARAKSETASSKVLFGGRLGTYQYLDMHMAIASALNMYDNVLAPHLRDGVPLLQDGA
Vc quorum ag = inducers of Vibrio cholerae quorum light production without autoinducers. V. cholerae BH1578 lux reporter, luminescence, 6 h. activation, % at 18.7 µM. 350,000 compounds, 0.16% hits. AID 588436; in the data active means activation mostly above about 9.7%, no sharp cut-off; further: not every result past the cut was called active; inactives centre near 0; reference of the scale not given here
MazEF act = MazEF (E. coli) toxin RNase activation; P0AE70; AID 504720; 350,000 compounds, 0.32% hits; activation, % at 20 µM; FAM/BHQ RNA-DNA oligo cleavage fluorescence, 5 h; in the data active means activation above about 50%
Target sequence (P0AE70 whole entry, looked up): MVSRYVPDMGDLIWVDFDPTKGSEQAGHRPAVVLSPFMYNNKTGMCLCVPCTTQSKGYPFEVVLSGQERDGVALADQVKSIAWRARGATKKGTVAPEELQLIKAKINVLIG
Mtb FBA inh = inhibitors of M. tuberculosis fructose-bisphosphate aldolase; purified M. tuberculosis FBA, fluorescence read-out; inhibition, % at 1 µM; AID 588726; 360,000 compounds, 2.3% hits; in the data active means inhibition above about 27%;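 further: 0% = vehicle and 100% = reference inhibitor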
Target sequence (P9WQA3 whole entry, looked up): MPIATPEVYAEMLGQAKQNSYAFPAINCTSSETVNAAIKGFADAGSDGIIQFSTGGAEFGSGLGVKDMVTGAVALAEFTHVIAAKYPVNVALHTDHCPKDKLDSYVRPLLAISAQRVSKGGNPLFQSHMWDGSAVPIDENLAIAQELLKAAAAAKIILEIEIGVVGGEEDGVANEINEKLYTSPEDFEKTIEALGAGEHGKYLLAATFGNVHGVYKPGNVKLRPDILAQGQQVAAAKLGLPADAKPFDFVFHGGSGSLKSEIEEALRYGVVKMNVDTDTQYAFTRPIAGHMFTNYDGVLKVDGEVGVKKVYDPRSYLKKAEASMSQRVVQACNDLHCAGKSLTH
Rv3671c inh = inhibits the M. tuberculosis serine protease Rv3671c | P9WHR9 | 320,000 compounds, 0.048% hits | inhibition, % at 5.96 µM; in the data active means inhibition above about 38%;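 further: extracellular domain of Rv3671c used as enzyme; 0% = enzyme with DMSO and 100% = no enzyme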
DUSP3 inh = DUSP3 (human) phosphatase inhibition. recombinant VHR phosphatase, pNPP absorbance. 290,000 compounds, 0.52% hits. inhibition, % at 13.3 µM. P51452; in the data active means inhibition above about 50%; further: some compounds called inactive have numbers as strong as hits
Target sequence (P51452 whole entry, looked up): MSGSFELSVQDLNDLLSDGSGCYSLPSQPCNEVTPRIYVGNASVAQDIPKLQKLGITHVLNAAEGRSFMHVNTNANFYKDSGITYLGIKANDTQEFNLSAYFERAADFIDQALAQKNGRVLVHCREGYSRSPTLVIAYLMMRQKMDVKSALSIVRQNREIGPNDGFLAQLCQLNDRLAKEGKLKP
GDH-TPI inh = GDH-TPI coupled enzyme inhibition counter-screen | 360,000 compounds, 1.2% hits | inhibition, % at 4.8 µM | GDH-TPI coupled enzyme counterscreen, NADH absorbance; in the data active means inhibition above about 30%;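 further: 0% = DMSO wells and 100% = wells lacking the enzyme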
Active calls of the source: *; i = inactive; x = not tested or not shown.

SMILES | Mtb BioA inh | SSB-PriA inh | SARS 3CLpro inh | Mtb UGM inh | Vc quorum ag | MazEF act | Mtb FBA inh | Rv3671c inh | DUSP3 inh | GDH-TPI inh
Cc1ncc(CN2CCC(n3nccc3NC(=O)c3ccccc3)CC2)s1 | -0.9 | -12 | -2 | -0.4 | -0.1 | -6 | -3 | -2 | 18 | -4
CCN(CC)S(=O)(=O)c1ccc(N2CCOCC2)c(NC(=O)Cc2ccccc2)c1 | x | 3 | 6 | -0.3 | i | -1 | 2 | 7 | 8 | 2
O=P(Oc1ccccc1)(Oc1ccccc1)C(O)c1ccc(Cl)cc1 (centres undefined) | -0.3 | -11 | x | 0.1 | 7.1 | -1 | 0 | -1 | x | 10
Cc1n[nH]c(C)c1S(=O)(=O)N1CCCC(C(=O)NCc2ccc(F)cc2)C1 (centres undefined) | x | -8 | -1 | -5.0 | -0.6 | 8 | -3 | 7 | 37 | 1
Cc1ccc(N2C(=O)N(Cc3ccccc3C)c3ccccc3S2(=O)=O)cc1 | x | -1 | -2 | 0.1 | -1.9 | 2 | -9 | -8 | -5 | 8
CC(C)(C)OC(=O)N1CCN(C(=O)c2[nH]cnc2C(=O)NCC(=O)OCc2ccccc2)CC1 | -1.4 | -13 | 5 | -0.7 | -0.3 | -1 | 1 | 4 | 5 | -3
O=C1c2ccc([N+](=O)[O-])cc2C(=O)N1c1ccc(Cl)cn1 | x | -9 | 0 | -0.3 | i | -3 | 1 | -3 | 18 | 1
Cc1ccc(NC(=O)CSc2nnc(CNC(=O)c3ccco3)n2C)cc1 | -0.9 | 0 | x | -0.2 | i | -18 | 2 | 4 | x | 9
O=C(CN1C(=O)c2ccccc2C1=O)NCc1ccc(C(=O)O)cc1 | -0.1 | -3 | 1 | -0.9 | -1.2 | 7 | -1 | -12 | 24 | 0
Oc1ccccc1-c1nc(NCc2ccccc2)c2ccccc2n1 | -2.5 | 6 | 3 | -2.1 | i | 63* | 1 | 6 | x | 13
O=C(Cc1ccon1)c1ccc(O)cc1O | -1.6 | 9 | 0 | -0.6 | 1.5 | -2 | 0 | x | 24 | 29
Cc1sc(NC(=O)c2ccccc2)c(C(=O)NCCN(C)C)c1C | -0.2 | -15 | -2 | -1.7 | -0.3 | 4 | 1 | -5 | 6 | 15
CC(Cc1cccs1)NC(=O)Nc1ccc(Cl)cc1 (centres undefined) | 0.8 | -16 | 0 | -5.2 | i | 10 | 3 | 10 | 16 | 5
O=c1c([N+](=O)[O-])c(N2CCCC2)c2ccccc2n1-c1ccccc1 | 4.1 | -2 | 1 | 1.5 | -0.2 | 0 | 2 | 2 | 13 | 18
CCN1CCCC1CNC(=O)c1c(O)c2c([nH]c1=O)CCCC2 (centres undefined) | 1.4 | -15 | 0 | 0.1 | -0.1 | 5 | -4 | -7 | 44 | -1
O=P(O)(O)c1ccccc1OCc1ccccc1 | -0.7 | -17 | 0 | x | -3.2 | -1 | 4 | 0 | 18 | 8
CCN(CC)C(=O)c1oc2ccc(S(=O)(=O)N3CC(C)CC(C)C3)cc2c1C (centres undefined) | 0.0 | 4 | -4 | -1.0 | i | 1 | 3 | -12 | 7 | -7
COc1cccc(/C=C/C(=O)OCC(=O)c2ccc3c(c2)NC(=O)CO3)c1OC | -1.7 | 3 | 2 | -1.9 | 0.2 | -14 | 3 | 8 | 5 | 2
O=C(NC(Cc1ccccc1)C(=O)O)/C(=C\c1cccc([N+](=O)[O-])c1)NC(=O)c1ccco1 (centres undefined) | 0.9 | -1 | -3 | 2.9 | -3.6 | -1 | 4 | -5 | 18 | 13
CC(C)CCOC(=O)C1C2C=CC3(CN(Cc4cccs4)C(=O)C13)O2 (centres undefined) | -0.3 | -16 | 2 | 1.8 | -0.9 | 2 | 1 | -3 | -2 | 4
N#Cc1cccc(NC(=O)CN2C(=O)NC(Cc3ccccc3)C2=O)c1 (centres undefined) | x | -11 | 4 | 1.2 | -0.2 | 18 | 0 | 5 | -3 | -6
COc1ccc(S(=O)(=O)ON=C2CC(C)(C)N(C(C)=O)C(C)(C)C2)cc1 | x | 2 | -1 | 0.4 | i | -1 | 7 | -2 | 26 | 3
CCOC(=O)[C@@H]1[C@H]2COc3ccc(Br)cc3[C@H]2N2C(=O)N(c3ccc(C(F)(F)F)cc3)C(=O)[C@]12C | -0.7 | -4 | x | -0.4 | -0.7 | -9 | -1 | -8 | x | -6
Cc1cc(C(=O)Nc2ccc(C(=O)O)cc2)c(C)o1 | -9.0 | -12 | -8 | -2.5 | -0.7 | 2 | -3 | -1 | 22 | 0
CC1(C)CC(=O)C(C=NCCN2CCN(C(=S)Nc3ccc(F)cc3)CC2)=C(O)C1 | 1.0 | -8 | -2 | 1.8 | -0.2 | -4 | -3 | 3 | 24 | 15
CC(=O)Nc1cc2cc(NS(=O)(=O)c3ccc(Cl)cc3)ccc2oc1=O | 1.1 | -18 | 0 | 0.7 | -0.4 | 6 | 2 | 4 | 10 | 11
CCn1c(=O)n(CC)c2cc(S(=O)(=O)N3CCc4ccccc43)ccc21 | 0.1 | -4 | 6 | -3.4 | i | -4 | -3 | 5 | -1 | 0
O=C(CSc1nnc(-c2ccco2)n1Cc1ccccc1)OC1CCCCC1 | x | -12 | 10 | -0.3 | i | 0 | -3 | -8 | 21 | -3
Cc1nnc(NC(=O)CCC(=O)NCc2cccs2)s1 | -0.4 | -9 | 2 | 1.1 | -0.3 | -6 | 1 | 2 | 11 | 18
COc1ccc(CCCc2nnc(SCc3nc4ccccc4c(=O)[nH]3)n2C)cc1C | -5.1 | -14 | 4 | -1.1 | -0.3 | -7 | 5 | -1 | 29 | 6

Compound profiles, as listed above:
Shown for CCOC(=O)[C@@H]1[C@H]2COc3ccc(Br)cc3[C@H]2N2C(=O)N(c3ccc(C(F)(F)F)cc3)C(=O)[C@]12C = Mtb BioA inh: -0.7; SSB-PriA inh: -4; SARS 3CLpro inh: x; Mtb UGM inh: -0.4; Vc quorum ag: -0.7; MazEF act: -9; Mtb FBA inh: -1; Rv3671c inh: -8; DUSP3 inh: x; GDH-TPI inh: -6
Shown for O=C(CSc1nnc(-c2ccco2)n1Cc1ccccc1)OC1CCCCC1 = Mtb BioA inh: x; SSB-PriA inh: -12; SARS 3CLpro inh: 10; Mtb UGM inh: -0.3; Vc quorum ag: i; MazEF act: 0; Mtb FBA inh: -3; Rv3671c inh: -8; DUSP3 inh: 21; GDH-TPI inh: -3
Shown for CC(=O)Nc1cc2cc(NS(=O)(=O)c3ccc(Cl)cc3)ccc2oc1=O = Mtb BioA inh: 1.1; SSB-PriA inh: -18; SARS 3CLpro inh: 0; Mtb UGM inh: 0.7; Vc quorum ag: -0.4; MazEF act: 6; Mtb FBA inh: 2; Rv3671c inh: 4; DUSP3 inh: 10; GDH-TPI inh: 11

Other records follow.
SMILES | Mtb BioA inh | SSB-PriA inh | SARS 3CLpro inh | Mtb UGM inh | Vc quorum ag | MazEF act | Mtb FBA inh | Rv3671c inh | DUSP3 inh | GDH-TPI inh
CC(C)NC(=O)CSc1nc2ccccc2n1-c1ccccc1 | 1.7 | 1 | -4 | 0.6 | i | -2 | 0 | -8 | -5 | 1
COc1nc(N/N=C/c2cc3c(cc2Br)OCO3)nc(N2CCOCC2)n1 | -0.3 | x | 4 | -2.1 | i | 5 | 1 | 0 | 29 | 33*
COC(=O)Cc1ccc(NC(=S)NCCCN2CCOCC2)cc1 | -0.7 | -14 | 2 | 2.5 | i | -1 | 3 | 12 | 29 | 5
COc1ccc(-c2cc(C(F)F)n3ncc(C(=O)N4CCCCC4)c3n2)cc1 | -1.9 | -20 | 4 | 1.0 | -2.9 | 4 | 26 | 1 | 9 | 42*
O=C(CN1CCCC1)N1CCCc2c1c(=O)oc1ccc(OCc3ccccc3)cc21 | 3.8 | 3 | 0 | 3.2 | -0.7 | 13 | 21 | -1 | 8 | 34*
O=C(NCCN1CCCC1)C1CCN(S(=O)(=O)N2CCC3(CC2)OCCO3)CC1 | -0.7 | -15 | 3 | -1.3 | i | -3 | -1 | 6 | 12 | 4
Cc1cccc(C(=O)O/N=C(\N)c2ccc(Br)cc2)c1 | x | i | -7 | -0.1 | -0.7 | 0 | 0 | 2 | 17 | -10
C/C=C(\C)C(=O)NCCN1C2=NC[C@H](C(C)C)N2C[C@H]1Cc1ccc(O)cc1 | -5.5 | -6 | 3 | -2.6 | i | 0 | 3 | 11 | 14 | 4
Cc1ccc2oc(=O)cc(CN3CCN(Cc4ccccc4)CC3)c2c1 | -0.1 | -4 | -8 | 0.7 | -1.3 | -3 | -1 | -20 | 20 | 7
COc1ccc(NC(=O)C2Cc3c(-c4cccc(C(C)=O)c4)ccnc3O2)cn1 (centres undefined) | 3.2 | x | x | x | i | x | 5 | x | x | 6
Cc1ccccc1C(=O)Nc1nnc(-c2ccc(F)cc2)o1 | 1.6 | -12 | 5 | -1.4 | -0.2 | 1 | 3 | 0 | 29 | -11
COc1cc(NC(=O)COC(=O)c2ccc(C)c(S(=O)(=O)N3CCCCC3)c2)c(C)cc1[N+](=O)[O-] | -0.4 | 5 | -4 | -0.5 | i | 6 | 3 | -28 | -7 | -6
O=C(CCNC(=O)c1ccc(Br)cc1)NCCCSc1ccccc1 | x | -3 | x | 2.3 | -0.1 | 0 | -3 | 7 | x | -2
CSc1nc(-c2ccccc2)nc(N2CCN(C)CC2)c1C(C)=O | 1.4 | 11 | 5 | 1.4 | 1.5 | 0 | 3 | -2 | 15 | 8
COC(=O)Cn1c2ccc(C)cc2c2nc(C)sc21 | x | 10 | 0 | x | -0.3 | -2 | 0 | -4 | 11 | 3
O=C(Cn1c(=O)oc2ccccc21)NCC1COc2ccccc2O1 (centres undefined) | -2.1 | -4 | 1 | -4.5 | -0.5 | 6 | -2 | 2 | 19 | -2
COc1cc(=O)n2c(n1)SCCC2 | -1.0 | -23 | -5 | -1.4 | i | -11 | 3 | -1 | 19 | 3
Cc1ccccc1C1CC(=O)c2ccccc2C1C (centres undefined) | 0.1 | -12 | x | x | i | 3 | -1 | x | x | 0
C=CCSc1nc2c(cnn2-c2ccccc2)c(=O)n1N | -3.9 | -7 | -2 | 0.5 | i | 4 | 3 | 4 | 25 | 3
CCCCCCCCC1=NCCc2c1[nH]c1ccccc21 | -0.8 | -1 | -4 | 2.8 | i | 14 | 5 | -8 | 10 | 1
CCCCCCCCN1C(=O)N(C)C(N(O)C(=O)NC)C1(C)C (centres undefined) | -1.2 | -7 | 4 | -2.5 | -3.0 | 9 | 2 | 5 | 13 | 5
Cc1ccc(C(=O)COC(=O)CNC(=O)COc2ccccc2C)cc1C | -0.7 | -12 | 8 | 2.3 | -0.3 | 5 | 0 | -5 | 10 | 3
Cc1c(C(=O)NC2CCCc3ccccc32)oc2ccc(S(=O)(=O)N3CCCCC3)cc12 (centres undefined) | -0.5 | -2 | -4 | -1.1 | -0.2 | -37 | 1 | 2 | -14 | 10
CC(C)(C)NC(=O)c1ccccc1NC(=O)c1ccc2c(c1)OCO2 | -1.0 | -4 | -1 | -1.0 | -0.3 | 3 | -2 | -6 | 26 | 7
COc1ccccc1/C=C/c1nc2ccccc2c(=O)o1 | 1.8 | -13 | 2 | 1.9 | -0.4 | 4 | -1 | -1 | x | 26
COc1ccc(C2=NN(C(=O)c3ccccc3)C(c3ccc(OC)c(OC)c3)C2)cc1OC (centres undefined) | 9.3 | -3 | 2 | x | -0.6 | 1 | 1 | x | -41 | 10
CCOc1ccccc1N1C(=O)CC(Sc2ccccc2N)C1=O (centres undefined) | 0.2 | x | x | x | -9.1 | 1 | -3 | x | x | 1
C=CCc1c(C)nc(C)nc1N/N=C/c1ccccc1O | 6.4 | x | -6 | -4.9 | i | 2 | 4 | 5 | 0 | 24
O=S1(=O)N=C(N/N=C/C=C/c2ccccc2)c2ccccc21 | 0.2 | x | 4 | 2.7 | 2.6 | 1 | 2 | 0 | 13 | 40*
C=CCNC(=S)NNC(=O)c1ccc(OC(C)C)cc1 | -0.4 | -15 | 5 | 1.0 | x | 9 | 3 | 2 | -18 | 3

This is a subset (hit frequency here may not be typical).
